MIN6 prolif: inducers of beta-cell replication in MIN6 cells. proliferation, % at 10 µM. MIN6 cells proliferation, ATPlite luminescence, 48 h; cells starved in 0.2% serum; 100% = growth in 10% serum. 330,000 tested, 0.29% active. AID 2380;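 active = compounds whose signal lies at least 3.5 SD above the mean of all wells on their plate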;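 note: 0% = DMSO-treated cells in low-serum medium and 100% = 10% serum control; some compounds called inactive have numbers as strong as hits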
APJ antag: APJ receptor antagonism | 330,000 tested, 0.32% active | inhibition, % at 20 µM | P35414 | CHO-K1 APJ beta-arrestin complementation, luminescence;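 active = inhibition above about 40% at 20 µM, limit read from the data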;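 note: cells challenged with 10 nM apelin-13 agonist together with compound; plate controls were apelin-13 plus DMSO wells for no effect and DMSO wells lacking apelin-13 for full effect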
Target sequence (P35414 whole entry, looked up): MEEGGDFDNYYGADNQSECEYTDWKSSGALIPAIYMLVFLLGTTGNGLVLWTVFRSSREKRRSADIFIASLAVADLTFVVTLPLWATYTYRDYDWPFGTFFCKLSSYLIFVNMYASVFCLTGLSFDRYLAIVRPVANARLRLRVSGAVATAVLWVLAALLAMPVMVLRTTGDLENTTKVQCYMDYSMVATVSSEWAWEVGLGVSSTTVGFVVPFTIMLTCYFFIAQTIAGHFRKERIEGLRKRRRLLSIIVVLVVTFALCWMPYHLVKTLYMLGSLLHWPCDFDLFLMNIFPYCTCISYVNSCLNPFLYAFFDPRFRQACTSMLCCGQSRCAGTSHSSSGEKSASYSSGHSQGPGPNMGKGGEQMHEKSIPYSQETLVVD
NALP3 yeast inh: blocks the NALP3 inflammasome reconstituted in yeast. 330,000 tested, 0.39% active. inhibition, % at 10 µM. AID 2825. Yeast reconstituted NLRP3/ASC/caspase-1, beta-gal luminescence, 24 h;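 active = inhibition of 50% or more; inactive = inhibition below 50%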;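 note: plate controls were induced DMSO wells for no effect and uninduced yeast grown without galactose for full effect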
TIM10 inh: growth inhibitors of TIM10 yeast strain; S. cerevisiae TIM10 strain growth, BacTiter-Glo luminescence, 24 h; inhibition, % at 10 µM; 330,000 tested, 1.4% active; AID 463195;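 active = inhibition of 40% or more at the single tested concentration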;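 note: wild-type TIM10 isogenic control strain grown at permissive 25 °C; 0% = DMSO yeast wells and 100% = minimal medium wells without yeast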
tim23-1 inh: tim23-1 yeast growth inhibition | S. cerevisiae tim23-1 growth, BacTiter-Glo luminescence, 24 h | inhibition, % at 20 µM | 330,000 tested, 1.3% active | AID 463212;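 active = growth inhibition of the mutant yeast at or above 50%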;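 note: temperature-sensitive mutant grown at 25 °C; plate controls were DMSO-treated mutant yeast for no effect and medium wells lacking yeast for full effect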
tim10-1 inh: inhibits growth of tim10-1 mutant yeast; S. cerevisiae tim10-1 ts strain growth, BacTiter-Glo, 24 h; inhibition, % at 20 µM; 330,000 tested, 2.2% active; AID 463190;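 active = inhibition of at least 40%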;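 note: mutant grown at 25 °C; 0% = DMSO wells with yeast and 100% = wells holding no yeast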
APJ ag: activates the human apelin receptor APJ. P35414. CHO-K1 APJ PathHunter beta-arrestin, luminescence; 0% DMSO wells, 100% apelin. activation, % at 20 µM. 330,000 tested, 0.11% active. AID 2520;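 active = activation more than six SD over the plate average, tested at 20 µM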;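 note: 0% = DMSO alone and 100% = apelin-13 at 10 nM; some results filed as inactive read as strong as hits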
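assay system = CHO-K1 APJ beta-arrestin complementation cell line | input = cell density 1000 per well | dosing = compound 20 µM once, DMSO 1% | timing = compound 90 min 25 °C, reagent 1 h | measured by = luminescence from split beta-galactosidase complementation, Galacton Star/Emerald II substrate | read-out basis = APJ agonist activity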
MPTP block: permeability transition pore inhibition | isolated mouse mitochondria, Ca2+ swelling absorbance, 30 min | inhibition, % at 10 µM | 360,000 tested, 1.4% active | AID 602449;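 active = inhibition of 50% or more, scaled per plate between neutral and stimulator controls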;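 note: 0% = DMSO wells given calcium and 100% = 1 mM EGTA wells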
NR3A LBD binder: NR3A (human) ligand-binding domain modulation; NR3A LBD differential scanning fluorimetry, Tm shift; 0% = protein alone, 100% = glycine-bound protein; Tm shift relative to glycine control, % at 25 µM; 340,000 tested, 2.5% active; AID 1259313;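 active = melting temperature shift of at least 10% of the positive control shift, at one fixed dose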
An asterisk follows results filed as active; & = joins results of further samples. Random draw from the library (roughly 7.2% active in at least one column).

SMILES | MIN6 prolif | APJ antag | NALP3 yeast inh | TIM10 inh | tim23-1 inh | tim10-1 inh | APJ ag | MPTP block | NR3A LBD binder
O=C(CCNC(=O)N1CCn2c1nc1ccccc12)NCc1ccccc1Cl | 0 | -34 | 4 | 4 | -9 | 11 | 3 | -1.6 | -1
CCCn1c(NC(=O)c2ccccc2Br)nc2ccccc21 | -3 | -11 | 4 | -4 | 41 | 30 | -2 | -1.3 | 0
CC(=NCCCn1ccnc1)c1c(-c2ccccc2)[nH]n(-c2nc3ccccc3s2)c1=O | 2 | 3 | 2 | -6 | 8 | 9 | -3 | -1.1 | -3
COc1ccc(N(C)C(=O)c2cn(C)c(=O)c3cc(OC)c(OC)cc23)cc1 | 0 | -1 | 15 | 4 | 2 | -11 | -4 | 1.0 | 1
O=C(CSc1nnc(CNC(=O)c2ccco2)o1)Nc1ccc(F)cc1 | 4 | 9 | -6 | 0 | 9 | 18 | 2 | -2.5 | -3
CCC1(CC)Cc2ccccc2-c2nc(CN3CCOCC3)[nH]c(=O)c21 | -4 | 3 | -6 | 34 | 35 | 36 | 9 | 0.2 | 0
Cc1cc(C)c(NC(=O)CNC(=O)Cc2ccc(S(=O)(=O)N3CCOCC3)s2)c(C)c1 | -3 | -24 | 7 | 5 | 16 | 6 | 4 | -0.2 | -1
CCC(C)NC(=O)C1CCC(CNS(=O)(=O)c2ccc3c(c2)CC(C)N3C(C)=O)CC1 (stereo not given) | 1 | 1 | -1 | 9 | 3 | 24 | 0 | -1.3 | -1
Cc1ccc(-c2nc3ccccc3[nH]2)cc1NC(=O)c1sc2ccccc2c1Cl | -6 | 1 | 5 | 14 | -1 | 4 | 2 | 9.5 | 1
Clc1nc2ccccc2cc1/C=N/Nc1nc2ccccc2[nH]1 | -5 | 1 | 26 | 2 | -19 | 21 | 1 | 16 | -14
CS(=O)(=O)N1CCC(NC(=O)Cc2ccccc2)CC1 | -4 | -31 | 19 | -6 | 11 | -10 | 8 | 0.8 | 3
Nc1nnc(SCC(=O)NC2CCCc3ccccc32)s1 (stereo not given) | -2 | 9 | 4 | -3 | 1 | 15 | 0 | 2.0 | 0
CCN1CCN(C(=O)CN(CC)S(=O)(=O)c2ccc(F)cc2)CC1 | -1 | -4 | 8 | 7 | 7 | 6 | -5 | 0.8 | 0
CCc1ccc2[nH]c(=O)c(CN(CCN(C)C)C(=O)Nc3ccccc3)cc2c1 | -2 | 2 | 2 | 37 | 22 | 27 | -1 | -3.4 | 0
Cc1cccc2cc(C#N)c(SCC(=O)Nc3ccccc3N3CCOCC3)nc12 | -1 | 11 | 9 | -5 | -6 | 18 | -6 | 0.5 | 1
O=C(Nc1cccc2c1C(=O)NC2=O)c1cccc(N2C(=O)CCC2=O)c1 | -2 | -15 | 18 | -7 | 2 | -4 | -1 | -0.4 | 0
COc1cccc(NC(=O)c2sc(NC(=O)c3ccncc3)nc2C)c1 | 1 | 5 | -3 | 9 | 1 | 11 | 1 | 0.1 | 2
Cc1ccc(NC(=O)CSCC#N)cc1Cl | 0 | 11 | 10 | 6 | 9 | 6 | 7 | 0.9 | 0
COc1cc(NC(=S)N2CCN(C/C=C/c3ccccc3)CC2)cc(OC)c1 | -4 | 16 | 22 | -4 | 18 | 23 | -2 | -1.8 | -4
CCC(C)NC(=O)c1cc2c(=O)[nH]c3ccc(C)cc3c2s1 (stereo not given) | -1 | 6 | 3 | 6 | 25 | -13 | -5 | -0.3 | -1
Cc1cccc2c(SCC(N)=O)nc(-c3ccccc3)nc12 | -4 | 13 | 27 | 6 | 16 | 15 | -3 | -0.4 | 0
CC(CCOC1=NS(=O)(=O)c2ccccc21)NC(=O)C(=O)Nc1ccccc1 (stereo not given) | 1 | 4 | -11 | 21 | 8 | 19 | -3 | 1.4 | -4
C/C(N)=C(/C#N)C(=O)COC(=O)c1cc(C)n(-c2ccc(F)cc2)c1C | 1 | -8 | 0 | 9 | 21 | 22 | -3 | -1.0&2.6 | 7&-2
C=C1CCN(c2ccc(C(=O)NCc3ccc(OC)cc3)cc2[N+](=O)[O-])CC1 | -7 | 5 | 34 | 12 | 20 | 6 | 8 | 2.2 | -3
COc1ccc(NS(=O)(=O)c2cccc(C(=O)NCC(c3ccco3)N(C)C)c2)cc1 (stereo not given) | 2 | 6 | 16 | -4 | 9 | 4 | -2 | -0.5 | 2
Cc1ccc(NC(=O)COC(=O)c2cccc(C)c2[N+](=O)[O-])cc1S(=O)(=O)N1CCCCC1 | -3 | 4 | 16 | 19 | 30 | 14 | -1 | 0.0 | -2
Cc1ccc(C(=O)NNC(=O)c2ccc(S(=O)(=O)N3CCOCC3)cc2)cc1 | -1 | 5 | 3 | -12 | 2 | 3 | 0 | -2.0 | 0
Cc1cccc(CSc2nnc(-c3ccccn3)n2N)c1 | -3 | 8 | 8 | 16 | 22 | 5 | -2 | 1.4 | 2
COc1ccc(-n2c3c(c(=O)[nH]c2=O)C(NC(=O)c2ccncc2)(C(F)(F)F)C(=O)N3)cc1 (stereo not given) | -1 | -3 | 9 | 1 | 15 | -16 | -2 | 0.2 | -1
CCCOc1c(Cl)cc(/C=N/O)cc1OCC | -1 | 14 | -7 | -1 | 30 | 8 | -5 | 2.4 | -1

Ordered by length of the SMILES (rising): some entries from above.
SMILES | MIN6 prolif | APJ antag | NALP3 yeast inh | TIM10 inh | tim23-1 inh | tim10-1 inh | APJ ag | MPTP block | NR3A LBD binder
COc1cccc(NC(=O)c2sc(NC(=O)c3ccncc3)nc2C)c1 | 1 | 5 | -3 | 9 | 1 | 11 | 1 | 0.1 | 2
Cc1ccc(C(=O)NNC(=O)c2ccc(S(=O)(=O)N3CCOCC3)cc2)cc1 | -1 | 5 | 3 | -12 | 2 | 3 | 0 | -2.0 | 0
COc1ccc(NS(=O)(=O)c2cccc(C(=O)NCC(c3ccco3)N(C)C)c2)cc1 (stereo not given) | 2 | 6 | 16 | -4 | 9 | 4 | -2 | -0.5 | 2

Going on with the list:
SMILES | MIN6 prolif | APJ antag | NALP3 yeast inh | TIM10 inh | tim23-1 inh | tim10-1 inh | APJ ag | MPTP block | NR3A LBD binder
Cc1ccc(/C=C2/SC(=S)N(C3CCCCC3)C2=O)o1 | -8 | -66 | -1 | 31 | 36 | 28 | 7 | -0.6 | 0
CCS(=O)(=O)N1CCC(C(=O)NCCCN2CCCC2)CC1 | -1 | -20 | -1 | 15 | -9 | -12 | 2 | -1.0 | 2
COc1ccccc1NC(=O)CCc1nnc2ccc(N3CCC4(CC3)OCCO4)nn12 | -1 | 23 | 3 | 5 | 8 | 1 | 2 | 1.3 | -3
COc1ccc(N2CCN(Cc3nc4c(c(=O)[nH]c(=O)n4C)n3CCCc3ccccc3)CC2)cc1 | 0 | 11 | 10 | 9 | 4 | -8 | 1 | -1.3 | 0
CCOc1ccc(/C=N/NC(=O)CSc2n[nH]c(=O)[nH]c2=O)cc1OC | 1 | 8 | 12 | 8 | -9 | 8 | -1 | 0.8 | -1
Cc1cccc(C)c1OCC(=O)OC/C(O)=C(\C#N)c1nc2ccccc2[nH]1 | 2 | -2 | -10 | -2 | -21 | 1 | -3 | -0.2 | -5
CN(C)/C=C(/C(=O)c1ccccc1)S(=O)(=O)c1ccc(Cl)cc1 | 0 | 2 | 8 | 16 | 22 | 31 | -4 | 1.7 | -1
CCN(CC(=O)NCc1cccs1)C(=O)COc1ccc(C(N)=O)cc1 | -2 | -14 | 14 | 6 | 16 | 7 | -1 | -3.2 | 0
CC1=CC(C)(C)N2C(=O)C3(C(C#N)=C(N)Oc4cc(C)oc(=O)c43)c3cccc1c32 (stereo not given) | 1 | -1 | 12 | 10 | 10 | 4 | -7 | -4.2 | 0
Cc1ccc(-c2csc(N3CCC[C@@H]3C(=O)NCCn3c(C(F)(F)F)nc4ccccc43)n2)cc1 | -2 | 4 | 4 | 8 | 8 | 12 | 7 | -0.7 | -2
C=CCn1c(=O)c2c3c(sc2n2c(Nc4ccccc4)nnc12)CCCC3 | -1 | 14 | 10 | 19 | 29 | 28 | -5 | -1.1 | -5
O=C(NNC(=O)C1CCN(S(=O)(=O)c2ccc(Cl)cc2)CC1)c1ccccc1O | -4 | 0 | 7 | -8 | 16 | 1 | 8 | -1.1 | 5
S=C1N(c2ccccc2)C(c2ccc(Br)cc2)N2CCCN12 (stereo not given) | -3 | -13 | 22 | 16 | 39 | 37 | 1 | -1.6 | -1
CCCC(=O)Nc1cc(C(=O)O)ccc1Sc1ccc(C)cc1 | 2 | 14 | 12 | 4 | 5 | -6 | -3 | -3.7 | 0
CCc1ccc(S(=O)(=O)NC(=S)NC2CCCCC2)cc1 | 6 | 19 | 21 | 8 | 10 | 34 | -4 | -0.8 | 1
CC(Oc1ccc(-c2ccccc2)c(F)c1)c1ccn(S(=O)(=O)c2ccc(Br)cc2)n1 (stereo not given) | -5 | 5 | 1 | -8 | 12 | 12 | 1 | 4.0 | 0
CCOCCCNC(=O)c1ccc(OC2CCN(C(C)=O)CC2)c(OC)c1 | 0 | 5 | 0 | -6 | 15 | -12 | 4 | -0.9 | 1
CC(C)(C)OC(=O)N1CCC[C@H]1c1nnc(SCc2ccccc2F)o1 | -2 | 16 | 7 | 13 | 21 | 21 | -4 | -4.2 | 0
COc1ccc(OCCSc2nnc(-c3ccc(OC)cc3)n2N)cc1 | -2 | -21 | 2 | 4 | 10 | 8 | -1 | -1.0 | 1
C=CCn1c(SCn2nnc3ccccc3c2=O)nc2scc(-c3cccs3)c2c1=O | -1 | 9 | 3 | 3 | 11 | 1 | 0 | 0.3 | -1
CN1CCN(CCOc2cccc(Cl)c2)CC1 | -2 | -2 | 7 | -7 | -6 | -3 | 4 | -1.4 | -2
Cn1ncc(Cl)c1C(=O)Nc1ccncc1 | -1 | -11 | -13 | -16 | 2 | 6 | -4 | -1.4 | 3
CCCCC1S/C(=N/N=C/c2ccc(OC)cc2)N(Cc2ccc(OC)cc2)C1=O (stereo not given) | -4 | 8 | 15 | -1 | 15 | 12 | -4 | 6.1 | 1

Structures above that have an aryl thioether with sulfur outside any ring, in the order listed:
SMILES | MIN6 prolif | APJ antag | NALP3 yeast inh | TIM10 inh | tim23-1 inh | tim10-1 inh | APJ ag | MPTP block | NR3A LBD binder
O=C(CSc1nnc(CNC(=O)c2ccco2)o1)Nc1ccc(F)cc1 | 4 | 9 | -6 | 0 | 9 | 18 | 2 | -2.5 | -3
Nc1nnc(SCC(=O)NC2CCCc3ccccc32)s1 (stereo not given) | -2 | 9 | 4 | -3 | 1 | 15 | 0 | 2.0 | 0
Cc1cccc2cc(C#N)c(SCC(=O)Nc3ccccc3N3CCOCC3)nc12 | -1 | 11 | 9 | -5 | -6 | 18 | -6 | 0.5 | 1
Cc1cccc2c(SCC(N)=O)nc(-c3ccccc3)nc12 | -4 | 13 | 27 | 6 | 16 | 15 | -3 | -0.4 | 0
Cc1cccc(CSc2nnc(-c3ccccn3)n2N)c1 | -3 | 8 | 8 | 16 | 22 | 5 | -2 | 1.4 | 2
CCOc1ccc(/C=N/NC(=O)CSc2n[nH]c(=O)[nH]c2=O)cc1OC | 1 | 8 | 12 | 8 | -9 | 8 | -1 | 0.8 | -1
CCCC(=O)Nc1cc(C(=O)O)ccc1Sc1ccc(C)cc1 | 2 | 14 | 12 | 4 | 5 | -6 | -3 | -3.7 | 0
CC(C)(C)OC(=O)N1CCC[C@H]1c1nnc(SCc2ccccc2F)o1 | -2 | 16 | 7 | 13 | 21 | 21 | -4 | -4.2 | 0
COc1ccc(OCCSc2nnc(-c3ccc(OC)cc3)n2N)cc1 | -2 | -21 | 2 | 4 | 10 | 8 | -1 | -1.0 | 1
C=CCn1c(SCn2nnc3ccccc3c2=O)nc2scc(-c3cccs3)c2c1=O | -1 | 9 | 3 | 3 | 11 | 1 | 0 | 0.3 | -1

Assay outcomes (PubChem)
